Assay outcomes from PubChem BioAssay.
COUP-TFII inh: inhibitors of human COUP-TFII (NR2F2); HEK293T NGFI-A luciferase reporter, luminescence; inhibition, % at 8.6 µM; hit rate 0.7% among 370,000;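 active = inhibition above a per-plate cutoff, mean inhibition of test wells between control levels plus 3 SD, cut at about 38% in these data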;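 also: cells cotransfected with COUP-TFII expression vector driving the NGFI-A reporter; 0% = median of COUP-TF2 test wells and 100% = reporter-only cells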
TROY signal inh: blocks TROY-dependent signaling in reporter cells. inhibition, % at 10 µM. Q293 LMP1-TROYcd NF-kB luciferase reporter, 4 h. hit rate 0.98% among 360,000. AID 1347056;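 active = compounds whose plate-normalised and pattern-corrected inhibition of the luciferase reporter signal at the single screening dose is 50% or more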
EBV LMP1 NFkB: reduces LMP1-driven NF-kappaB luciferase signal. LMP1-induced NF-kappaB luciferase reporter cells, luminescence. inhibition, % at 12.5 µM. hit rate 0.69% among 350,000. AID 504558; in the data active = inhibition above about 41%;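 also: 0% = neutral control wells and 100% = reference inhibitor control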
TRAIL sens C8: caspase-8 TRAIL sensitization | hit rate 1% among 360,000 | inhibition (viability loss, TRAIL sensitization), % at 10 µM | NB7+C8 cells + TRAIL, ATPlite viability luminescence;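 active = compounds causing at least 50% loss of cell viability in the single-dose screen, relative to plate controls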
NR5A2 inv ag: NR5A2 inverse agonism in reporter assay; O00482; inhibition, % at 3.6 µM; HEK293T StAR-luciferase reporter, LRH-1 transfected, 24 h; AID 602396; hit rate 0.13% among 360,000;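 active = inhibition above the mean inhibition of all tested compounds plus 3 SD, cut at about 73% in these data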;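 also: 0% = DMSO wells and 100% = reporter-only cells lacking LRH-1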
TWEAK-Fn14 inh: TWEAK-Fn14 signaling inhibition; TWEAK-stimulated Fn14 reporter cells, luciferase luminescence, 8 h; inhibition, % at 10 µM; hit rate 2% among 360,000; in the data active = inhibition above about 50%
NCOA1 inh: human NCOA1 inhibition; HEK293 GAL4-SRC1 luciferase reporter, luminescence; inhibition, % at 3.6 µM; hit rate 0.12% among 360,000; AID 588354;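 active = inhibition above the campaign mean plus 3 SD, with each screening campaign given its own cutoff, cut at about 60% in these data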;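 also: 0% = DMSO treated cells and 100% = gossypol at 36 µM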
Target sequence (Q15788 whole entry, looked up, the tested form may be a part): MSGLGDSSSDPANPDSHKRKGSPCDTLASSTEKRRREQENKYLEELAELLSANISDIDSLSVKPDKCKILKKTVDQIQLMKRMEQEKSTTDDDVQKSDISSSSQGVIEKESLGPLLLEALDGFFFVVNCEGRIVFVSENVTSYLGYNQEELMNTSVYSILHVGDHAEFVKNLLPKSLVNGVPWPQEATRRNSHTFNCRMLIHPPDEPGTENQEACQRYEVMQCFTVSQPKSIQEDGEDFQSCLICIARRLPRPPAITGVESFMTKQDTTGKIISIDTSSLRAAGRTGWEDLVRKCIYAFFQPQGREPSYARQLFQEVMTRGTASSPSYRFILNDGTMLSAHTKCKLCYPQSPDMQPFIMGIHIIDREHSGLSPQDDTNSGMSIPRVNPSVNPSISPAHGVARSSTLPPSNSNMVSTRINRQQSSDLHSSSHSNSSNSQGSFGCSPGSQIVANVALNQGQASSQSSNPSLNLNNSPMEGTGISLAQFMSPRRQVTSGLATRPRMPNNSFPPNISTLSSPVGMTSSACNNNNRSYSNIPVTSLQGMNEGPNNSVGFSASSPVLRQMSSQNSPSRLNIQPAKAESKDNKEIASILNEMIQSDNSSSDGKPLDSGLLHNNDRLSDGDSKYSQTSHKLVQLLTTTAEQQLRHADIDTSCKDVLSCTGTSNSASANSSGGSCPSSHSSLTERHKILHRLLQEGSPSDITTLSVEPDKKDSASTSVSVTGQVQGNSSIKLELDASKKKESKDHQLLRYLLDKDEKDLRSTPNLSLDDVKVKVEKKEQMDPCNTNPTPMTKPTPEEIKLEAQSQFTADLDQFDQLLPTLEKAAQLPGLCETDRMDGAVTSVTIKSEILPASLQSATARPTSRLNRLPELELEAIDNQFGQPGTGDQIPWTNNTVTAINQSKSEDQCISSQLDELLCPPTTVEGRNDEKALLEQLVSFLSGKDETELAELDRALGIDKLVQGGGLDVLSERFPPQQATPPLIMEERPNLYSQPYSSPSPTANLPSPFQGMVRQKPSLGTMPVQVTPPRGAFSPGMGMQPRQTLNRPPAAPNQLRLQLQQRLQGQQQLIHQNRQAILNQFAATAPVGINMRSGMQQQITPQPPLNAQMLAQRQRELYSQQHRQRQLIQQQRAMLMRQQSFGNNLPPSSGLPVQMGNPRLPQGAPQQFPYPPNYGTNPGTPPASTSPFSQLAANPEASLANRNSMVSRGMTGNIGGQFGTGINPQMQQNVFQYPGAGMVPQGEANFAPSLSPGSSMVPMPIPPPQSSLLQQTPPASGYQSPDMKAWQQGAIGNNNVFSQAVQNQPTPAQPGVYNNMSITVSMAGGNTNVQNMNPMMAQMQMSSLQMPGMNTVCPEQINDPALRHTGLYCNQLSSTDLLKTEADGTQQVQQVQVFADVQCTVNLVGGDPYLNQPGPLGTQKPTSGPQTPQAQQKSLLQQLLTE
CF NFkB block: inhibitors of cystic fibrosis induced NF-kB. KKLEB NF-kB-GFP reporter, PAF-induced, GFP fluorescence overnight. inhibition, % at 5 µM. hit rate 0.86% among 360,000. AID 588850;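 active = at least 50% inhibition at 5 µM, scaled per plate between neutral and stimulator controls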;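 also: PAF is a Pseudomonas aeruginosa culture filtrate used as stimulus; plate controls were PAF-stimulated DMSO wells for no effect and unstimulated DMSO wells for full effect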
KKLEB tox: counter-screen for CF NF-kB inhibitors: cytotoxicity; KKLEB CF airway cells viability, ATPlite luminescence, overnight; active compounds read low; cells stimulated with P. aeruginosa culture filtrate; activity change (cytotoxicity), % at 5 µM; hit rate 0.36% among 360,000;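 active = corrected activity change at or below -50% at 5 µM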
SRC3 inh: inhibitors of human steroid receptor coactivator 3 (SRC3). Q9Y6Q9. HEK293 GAL4-SRC3 luciferase reporter, luminescence. inhibition, % at 3.6 µM. hit rate 0.17% among 360,000;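 active = inhibition above a per-campaign cutoff, the mean of all compounds plus 3 SD, cut at about 60% in these data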;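 also: 0% = DMSO-treated cells and 100% = gossypol-treated cells at 36 µM; higher means less SRC3-driven luciferase light from the GAL4 reporter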
Shn3 inh set2: inhibitors of Schnurri-3 3'UTR reporter in osteoblasts; Clone20 osteoblast Shn3 3'UTR firefly luciferase, 24 h; inhibition, % at 12.5 µM; hit rate 0.52% among 360,000; AID 588674;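 active = mean inhibition of at least 75% with every replicate also reaching 75%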;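 also: 0% = median of neutral control wells and 100% = pilot-screen positive control compound; some compounds past the cut are filed as inactive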
An asterisk follows results filed as active; / = not tested or not shown. An excerpt; count on the stated rates, not on these rows.

Sample of the layout, four compounds:
Every second line gives: COUP-TFII inh, TROY signal inh, EBV LMP1 NFkB, TRAIL sens C8, NR5A2 inv ag, TWEAK-Fn14 inh, NCOA1 inh, CF NFkB block, KKLEB tox, SRC3 inh, Shn3 inh set2
> Cc1[nH]n(-c2ccccc2)c(=O)c1C(c1ccc(O)c([N+](=O)[O-])c1)c1c(C)[nH]n(-c2ccccc2)c1=O
 : -2, -38, -2, -1, 14, -12, 1, -14, 0, 10, -1
> Cc1cccn2c(=O)c3cc(C(=O)N4COCC4(C)C)sc3nc12
 : -3, -30, -13, 6, -32, -32, -16, -18, 7, -18, -7
> O=C(COc1cccc2ccccc12)N1c2ccccc2CCc2ccccc21
 : 18, 30, 7, 15, -12, 47, -18, 9, 9, -13, 16
> CS(=O)(=O)NN1C(=O)c2ccccc2NC12CCCC2
 : 9, -1, -1, -4, 2, -27, -23, 7, 1, 3, -11

The whole of this part, repeating the preview:
Every second line gives: COUP-TFII inh, TROY signal inh, EBV LMP1 NFkB, TRAIL sens C8, NR5A2 inv ag, TWEAK-Fn14 inh, NCOA1 inh, CF NFkB block, KKLEB tox, SRC3 inh, Shn3 inh set2
> Cc1[nH]n(-c2ccccc2)c(=O)c1C(c1ccc(O)c([N+](=O)[O-])c1)c1c(C)[nH]n(-c2ccccc2)c1=O
 : -2, -38, -2, -1, 14, -12, 1, -14, 0, 10, -1
> Cc1cccn2c(=O)c3cc(C(=O)N4COCC4(C)C)sc3nc12
 : -3, -30, -13, 6, -32, -32, -16, -18, 7, -18, -7
> O=C(COc1cccc2ccccc12)N1c2ccccc2CCc2ccccc21
 : 18, 30, 7, 15, -12, 47, -18, 9, 9, -13, 16
> CS(=O)(=O)NN1C(=O)c2ccccc2NC12CCCC2
 : 9, -1, -1, -4, 2, -27, -23, 7, 1, 3, -11
> CN(C)S(=O)(=O)c1cc(NC(=O)COC(=O)c2nc(Cl)ccc2Cl)ccc1Cl
 : -5, 9, 11, 6, 8, -3, -12, 25, -9, 12, -19
> O=C(C[N+]1(CC#Cc2ccccc2)CCOCC1)c1ccccc1
 : -7, -2, 0, -3, -8, 1, 9, 2, -5, 6, -3
> CSCc1ccc(C(=O)OCc2nc3ccccc3s2)o1
 : -14, 35, -13, 3, -40, -10, -40, -20, -12, -62, -46
> CCc1nc2ccc(C(=O)NCCc3ccccn3)cn2c1N(CCC(C)C)CCN(C)C
 : 9, -11, /, -3, 5, 2, 7, -6, 2, -19, -27
> O=C1C(=Cc2ccc(F)cc2)CCc2ccccc21
 : -41, 27, /, 80*, -128, 70*, /, /, /, /, /
> Cn1c(=S)c2[nH]c(SCc3cccnc3)nc2n(C)c1=O
 : 5, 0, -5, -7, 14, 0, 0, -8, 8, 6, -10
> O=C(Cn1cnc2c(nnn2-c2ccccc2)c1=O)N1CCC(Cc2ccccc2)CC1
 : 5, 26, 2, 11, -6, 17, -1, -23, 20, -12, -1
> CCN(CC)C(=O)CSc1nnc(-c2cc(-c3ccc(Cl)cc3)nc3ccccc23)o1
 : -1, 10, -5, 12, 3, 0, -2, -23, -1, 9, 12
> CCC1(c2ccccc2)NC(=O)N(CC(=O)Nc2ccc3c(c2)OCO3)C1=O (stereo not drawn)
 : /, -6, -7, 16, -14, 0, 3, -7, 6, 1, -5
> CCNC(=O)C1CCCN1S(=O)(=O)c1ccc2ccccc2c1 (stereo not drawn)
 : 12, 3, -6, 2, -6, -5, 2, -10, 7, -11, -150
> Cc1c(/C=N/Nc2nc3ccccc3[nH]2)c2ccccc2n1C
 : 7, 55*, -28, 3, -21, 94*, -55, -72, 25, -22, 84
> CCCCn1c(N)c(N(CCOC)C(=O)c2ccc(C)o2)c(=O)[nH]c1=O
 : 9, 19, 4, -11, -18, -8, -5, -13, 10, 7, -1
> CC(=O)OCc1c(C(F)(F)F)nn(C)c1Oc1ccccc1
 : 1, 0, -1, -22, -6, 7, -10, 5, 15, 6, -22
> Cc1cc(NO)c(C(C)C)cc1N=O
 : 0, 12, 8, -2, 21, 19, 6, 44, -9, 8, -3
> O=C(Nc1ccc(Cl)cc1)c1ccc(-n2cncn2)c([N+](=O)[O-])c1
 : 3, -4, 8, -1, 1, 24, 11, -14, -2, 15, 5
> Cc1ccc(NCc2ccccc2OCc2ccccc2F)cc1
 : -11, 0, -6, -1, -13, 0, 9, 20, 0, -41, 15
> COc1ccc(NC(=O)COc2ccccc2)cc1Cl
 : -8, -9, 5, -29, -24, -9, -19, 3, 6, 7, -26
> Cc1nc(NS(=O)(=O)c2ccccc2)sc1C(=O)NNS(=O)(=O)c1ccccc1
 : 5, -12, -19, 6, 1, 8, 7, -1, -20, 0, 0
> C=CCNc1nc(NCCO)nc(N2CCCC2)n1
 : 6, -13, 6, 8, -2, 5, 11, 3, -1, 10, 3
> Cc1ccc(-n2c(N)c(S(=O)(=O)c3ccccc3)c3nc4ccccc4nc32)cc1
 : 6, -2, -3, -5, 12, 16, 16, 6, -9, 7, 15
> CCN1C(=O)C(C(=O)Nc2ccc(OC)cc2)C2CC1(C)Oc1ccccc12 (stereo not drawn)
 : -16, /, -9, -10, -30, 78*, -7, -9, 8, -16, 1
> COC(=O)c1cc(-c2ccc(Cl)cc2)n[nH]1
 : -9, -60, 3, -5, -44, -29, 12, -4, 3, 2, -54
> CC(OC(=O)c1ccc(NS(=O)(=O)c2cccs2)cc1)C(=O)N(C)C1CCCCC1 (stereo not drawn)
 : 3, 8, -6, -10, -7, 5, 1, -5, 6, 3, 15
> COc1ccc(NC(=O)C2(C)Cc3c(-c4cccc(NC(C)=O)c4)ccnc3O2)cc1OC (stereo not drawn)
 : -4, 8, /, 5, 15, 2, 0, -65, -2, -1, 16
> N=c1c(S(=O)(=O)c2ccc(Cl)cc2)cc2c(=O)n3ccccc3nc2n1C1CCCC1
 : 3, -2, -33, 1, 4, -13, -5, 14, -1, 16, 28
> CCCCSc1nnc(-c2ccc(OC)cc2)n1C
 : -14, -29, -12, 0, -45, -10, -61, 6, 5, -19, -46
> COc1ccc(NC(=O)COC(=O)CN2C(=O)C3CCCCC3C2=O)cc1 (stereo not drawn)
 : -12, 1, -2, -12, -9, 7, 8, 11, -8, 0, -16
> CCC(C)C(NC(=O)OC(C)(C)C)C(=O)NC(Cc1ccccc1)C(=O)OC (stereo not drawn)
 : -13, 2, 3, -9, 6, -1, 9, -11, 2, -2, -10
> CCOc1ccccc1C1C(C(=O)Nc2ccccc2OC)=C(C)Nc2nc(CCCO)nn21 (stereo not drawn)
 : 6, 1, -3, -6, -25, 3, 8, -15, -12, 4, 2
> CCOC(=O)c1c(C)c(C(=O)N2CCN(c3ccc(F)cc3)CC2)c(C)n1C
 : 5, 16, 9, -1, 4, 15, 22, 14, -3, 7, 8
> CCCCc1nnc(NC(=O)C23CC4CC(CC(NC(C)=O)(C4)C2)C3)s1
 : -2, -7, 8, -10, 7, 17, -7, -3, -5, -13, 9
> O=C(COc1ccc(Cl)cc1Cl)NC(=O)N1CCCCC1
 : -28, 0, 5, -10, -141, 61*, -95, 21, -18, -105, -74
> CC1(C)CC(NC(=O)C2CCCCC2C(=O)O)CC(C)(C)N1 (stereo not drawn)
 : 0, -16, -23, 7, 5, -5, -10, -6, 0, 2, -16
> CN=C1SC(CC(=O)Nc2sc(C)c(C)c2C(=O)OC)C(=O)N1C (stereo not drawn)
 : 5, -13, -10, -14, 6, -15, -4, 11, -1, 10, -11
> O=C(CSC1CCCCC1)Nc1nccs1
 : -6, -8, -8, 5, -18, -34, -17, 15, -10, -9, -11
> CC1=C(C(=O)Nc2ccccn2)C(c2cn(C)nc2C)C2=C(CCCC2=O)N1 (stereo not drawn)
 : 3, -7, 2, -18, 15, 21, -5, 6, 4, -4, -16
> CN(C)c1ncc(CN2CCC(CO)(CCCc3ccccc3)CC2)s1
 : 6, -5, -3, 3, -6, 17, 6, 17, -10, -4, -11
> Cc1ccc(NC(=O)c2ccc(-c3cc(Cl)ccc3Cl)o2)c(C)c1
 : -5, -38, /, 1, -38, -9, -42, 25, -6, -28, 4
> CCOc1cccc(Nc2cc3n(c(=O)n2)CCc2cc(OC)c(OC)cc2-3)c1
 : -16, 5, 20, -21, 10, 2, -20, -1, -16, -17, 9
> CCCCn1c(SCC(=O)c2cc(OC)ccc2OC)nc2cc(S(N)(=O)=O)ccc21
 : 14, -10, -14, -5, -12, -14, -4, 11, -3, -3, 15
> CCOc1ccc(NC(=O)CN(C)C(=O)c2cccc3ccccc23)cc1OCC
 : 0, -4, 2, 5, -12, -8, 9, 21, -3, 2, 12
> CCC(c1nnnn1CCOC)N(Cc1ccc(C)cc1)Cc1cc2cc(OC)ccc2[nH]c1=O (stereo not drawn)
 : -4, 11, 6, -18, 17, -8, -1, 11, -6, -4, 19
> CCOc1ccc(S(=O)(=O)NCCC(=O)NCc2cccnc2)cc1
 : -21, -10, 9, 7, 8, 7, -2, 14, -18, 2, 0
> CCOc1ccc(-n2c(C)nc3c(cnn3-c3ccc(Cl)cc3)c2=O)cc1
 : -12, 16, 4, 4, -4, 10, 5, 50, -37, 13, 29
> O=C(COC(=O)c1cc(=O)[nH]c2ccccc12)NCc1ccc(F)cc1
 : 9, -8, -1, -20, 12, -8, -14, 11, 1, 11, 6
> CC(C)Oc1ccc(CCNC(=O)C2CCC(=O)N(Cc3cccc(F)c3)C2)cc1 (stereo not drawn)
 : -18, -20, -6, -22, -16, -14, -19, 2, -15, -9, -16
> Cc1cc(C)c(N(C(=O)c2csnn2)C(C(=O)NC(C)(C)C)c2ccncc2)c(C)c1 (stereo not drawn)
 : 14, -1, 2, -2, 11, 10, 5, 3, 3, 10, 7
> CCCc1nnc(NC(=O)CCC(=O)N2CCN(C3CCCC3)CC2)s1
 : 9, 4, 1, -5, -24, -5, -12, -7, -8, -1, 9
> COc1ccccc1CNC(=O)C1CCCN(S(=O)(=O)c2cnc[nH]2)C1 (stereo not drawn)
 : 0, 12, -7, 10, -11, -10, -7, -12, 3, 19, -10
